High-throughput results as filed in PubChem BioAssay.
APJ agonist = agonists of human apelin receptor APJ, primary screen, CHO-K1 cells, PathHunter beta-arrestin, luminescence; 0% DMSO wells, 100% apelin; AID 2520, 2010; activation, % at 20 µM; P35414; actives 0.11% (n = 330,000);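 active = activation more than six SD over the plate average, tested at 20 µM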;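 note: 0% = DMSO alone and 100% = apelin-13 at 10 nM; some results filed as inactive read as strong as hits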
Target sequence (P35414 whole entry, looked up): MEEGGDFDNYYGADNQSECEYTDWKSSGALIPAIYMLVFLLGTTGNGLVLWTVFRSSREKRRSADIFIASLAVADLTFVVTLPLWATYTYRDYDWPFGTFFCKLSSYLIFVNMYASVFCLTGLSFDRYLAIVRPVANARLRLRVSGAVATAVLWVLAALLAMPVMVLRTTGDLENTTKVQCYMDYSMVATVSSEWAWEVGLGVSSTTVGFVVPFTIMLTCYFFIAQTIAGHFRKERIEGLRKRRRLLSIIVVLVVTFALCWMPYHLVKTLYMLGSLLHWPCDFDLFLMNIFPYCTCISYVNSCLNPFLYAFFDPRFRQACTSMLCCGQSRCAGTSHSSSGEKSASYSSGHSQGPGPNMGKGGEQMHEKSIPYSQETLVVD
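Material: engineered CHO-K1 APJ arrestin reporter cells; amount: 1000 CHO-K1 reporter cells seeded per well; incubation: compound stimulation 90 min at 25 °C, detection 60 min; signal: luminescent beta-gal fragment complementation, chemiluminescent substrate; read-out basis: APJ agonist activity; controls: DMSO-only wells as negative, 10 nM Apelin-13 as positive control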
tim23-1 inh = growth inhibitors of tim23-1 mutant yeast, primary screen, luminescence, uHTS; AID 463212, 2010; actives 1.3% (n = 330,000); S. cerevisiae tim23-1 growth, BacTiter-Glo luminescence, 24 h; inhibition, % at 20 µM;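 active = growth inhibition of the mutant yeast at or above 50%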;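 note: temperature-sensitive mutant grown at 25 °C; plate controls were DMSO-treated mutant yeast for no effect and medium wells lacking yeast for full effect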
APJ antagonist = antagonists of human apelin receptor APJ, primary screen, CHO-K1 cells, beta-arrestin complementation, luminescence. P35414. inhibition, % at 20 µM. actives 0.32% (n = 330,000);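 active = inhibition above about 40% at 20 µM, limit read from the data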;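 note: cells challenged with 10 nM apelin-13 agonist together with compound; plate controls were apelin-13 plus DMSO wells for no effect and DMSO wells lacking apelin-13 for full effect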
UPR XBP1 act = activators of adaptive XBP1 UPR arm, primary screen, cell-based, CHO-XBP1 luciferase reporter, luminescence, uHTS; activation, % at 20 µM; AID 463104, 2010; actives 0.33% (n = 330,000); IRE1-XBP1 UPR activation; percent of tunicamycin response, DMSO as zero;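 active = versus positive control, 20 µM dose yields 30% or more activation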;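 note: 100% = tunicamycin at 10 µg/mL and 0% = DMSO only wells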
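Test system: CHO-XBP1 luciferase reporter cells | Buffer or medium: Serum-containing F12 medium, 10% FBS | Schedule: 6 h compound exposure at 37 °C, 5% CO2 | Detection: Steady-Glo luciferase glow luminescence, 10 min after reagent addition | Read-out basis: Activation, % of tunicamycin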
CHOP UPR activ = activators of apoptotic CHOP UPR arm, primary screen, cell-based, CHO-CHOP luciferase reporter, luminescence, uHTS; AID 449763, 2010; activation, % at 10 µM; actives 0.34% (n = 330,000); UPR activation; percent of tunicamycin response over DMSO baseline;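 active = at 10 µM dose, activation of 40% or more, normalized to positive control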;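 note: 100% = tunicamycin at 10 µg/mL and 0% = DMSO alone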
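Assay system: CHO-CHOP cells, stable luciferase reporter of PERK-eIF2a-CHOP signalling / Buffer or medium: F12 plus 10% serum / Compound dosing: one dose, 10 µM in 0.5% DMSO / Times: 6 h compound treatment, 37 °C / Technique: luciferase luminescence / Read-out: % reporter activation, DMSO baseline versus tunicamycin full activation / Benchmarks: tunicamycin and DMSO controls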
Mdm2-MdmX inh = inhibitors of human Mdm2-MdmX association, primary screen, cell-based, luminescence, split luciferase, SaOS-2, uHTS; Protein Mdm4 (Homo sapiens) + E3 ubiquitin-protein ligase Mdm2 (Homo sapiens), …; inhibition, % at 8 µM; actives 3% (n = 330,000); SaOS-2 split-luciferase Mdm2/MdmX complementation;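 active = inhibition of at least 50% at 8 µM in the primary screen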
Jurkat NFkB inh = inhibitors of induced NF-kB luciferase reporter, primary screen, TCR NF-kB activation inhibitor project, cell-based, luminescence, uHTS | inhibition, % at 4 µM | AID 435003, 2010 | Jurkat, PMA/ionomycin-induced NF-kB luciferase reporter | actives 0.53% (n = 330,000); in the data active = inhibition above about 50%
697 NFkB inh = inhibitors of PMA/ionomycin-induced NF-kB reporter, 697 cells, primary screen, B-cell NF-kB inhibitor project, cell-based, luminescence, uHTS. 697 B-cell NF-kB luciferase reporter, 16 h. inhibition, % at 4 µM. actives 0.33% (n = 330,000). AID 435022, 2010; in the data active = inhibition above about 35%
* = called active by the depositor. The order is random. Share with any hit: about 5%.

Structure	APJ agonist	tim23-1 inh	APJ antagonist	UPR XBP1 act	CHOP UPR activ	Mdm2-MdmX inh	Jurkat NFkB inh	697 NFkB inh
CC(C)(C)OC(=O)NCc1ccc(CNC(=O)c2nc[nH]c2C(=O)N2CCc3ccccc3C2)cc1	-1	20	11	0	3.6	-15	1	10
Cc1ccc(CNC(=O)/C=C/c2ccc(S(=O)(=O)N3CCOCC3)cc2)cc1	2	23	8	-1	1.4	9	42	-16
COc1ccc(SCC(=O)Nc2ccccc2Cl)cc1	0	1	4	-1	-0.2	-4	6	17
CCC(=O)c1ccc(OCC(=O)OCC(=O)Nc2c(C)n(C)n(-c3ccccc3)c2=O)cc1	10	2	23	-1	0.9	1	5	24
Cc1sc2nc(CN3CCOCC3)nc(Oc3ccc(NC(=O)c4ccco4)cc3)c2c1C	0	33	5	2	0.9	16	-13	-18
CC(C)N(C(=O)NC(=O)NCC1CCCO1)S(C)(=O)=O (centres undefined)	-1	13	-2	0	-0.7	-3	-20	-54
O=C(CCn1cccc1)NC1CCCc2ccccc21 (centres undefined)	-5	-8	-5	2	-3.3	14	4	13
COC(=O)CC(NC(=O)c1ccc(C)cc1)c1ccc2c(c1)OCO2 (centres undefined)	-1	-17	20	1	-1.0	-28	-17	-50

Remaining list, next part.
Structure	APJ agonist	tim23-1 inh	APJ antagonist	UPR XBP1 act	CHOP UPR activ	Mdm2-MdmX inh	Jurkat NFkB inh	697 NFkB inh
O=C(NCCCN1CCOCC1)/C(=C/c1cccs1)NC(=O)c1ccccc1	-2	4	4	-3	0.4	20	0	8
COCc1cc(C)nc(NC2CC(C)(C)NC(C)(C)C2)c1C#N	-3	14	14	-3	-2.7	28	2	13
COc1ccc(OC)c(S(=O)(=O)NCc2cn3ccsc3n2)c1	-2	2	15	-4	1.6	-13	11	12
O=C(c1c[nH]c2ccccc12)C(O)C(c1ccccc1)N1CCOCC1 (centres undefined)	-1	8	9	-2	2.1	2	-4	9
Cc1ccc(S(=O)(=O)NCCC(=O)NNC(=O)COc2ccccc2Cl)cc1C	-4	-7	6	-1	-0.4	-13	-6	-8
CN1CCc2c1nc1ccccc1c2NC(=O)CN1CCCC1	-2	-7	-4	-2	1.6	12	-7	-9
Cn1c(=O)c2c(ncn2Cc2ccc(Cl)c(Cl)c2)n(C)c1=O	-1	0	-1	0	1.0	14	33	-2
COc1ccc(OC)c(S(=O)(=O)N2CCC3(CC2)CC(=O)c2ccccc2O3)c1	-3	29	-9	-3	0.4	9	16	10

(next part)
Structure	APJ agonist	tim23-1 inh	APJ antagonist	UPR XBP1 act	CHOP UPR activ	Mdm2-MdmX inh	Jurkat NFkB inh	697 NFkB inh
COc1ccc(NC(=O)CCc2nnc3ccc(N4CCC5(CC4)OCCO5)nn23)cc1	-3	4	10	0	1.1	25	4	-8
O=C(O)Cn1nc2ccccc2n1	0	4	-5	-1	-1.3	7	-11	17
CC(C)[C@H](NC(=O)N1CCn2c1nc1ccccc12)C(=O)N[C@@H](Cc1ccccc1)C(=O)O	-1	3	-8	-1	0.6	22	4	-1
CCOC(=O)N1CCN(C(=O)CN(C2CCCCC2)S(=O)(=O)c2ccc(F)cc2)CC1	-1	15	21	-2	0.5	8	-9	-2
CCCNC(=O)C(Cc1ccc(OC)cc1)NC(=O)c1ccc(C#N)cc1 (centres undefined)	-2	11	6	0	-0.9	10	-19	1
CN(CC(=O)Nc1c(Cl)cccc1Cl)C(=O)C1=COCCO1	1	-11	2	-1	0.4	12	9	11
Cc1cccnc1NC(=O)c1cccc(NC(=O)CC2SC(N3CCCCC3)=NC2=O)c1 (centres undefined)	-2	-6	7	-1	0.5	-15	10	-15
COc1ccc(C2c3ccsc3CCN2C(=O)NC(C)(C)C)cc1 (centres undefined)	-1	39	-17	4	-0.1	-15	-20	-14

Next results:
Structure	APJ agonist	tim23-1 inh	APJ antagonist	UPR XBP1 act	CHOP UPR activ	Mdm2-MdmX inh	Jurkat NFkB inh	697 NFkB inh
COc1ccc(-n2sc3c(c2=S)-c2cc(OC)ccc2NC3(C)C)cc1	-1	33	-3	1	-0.4	28	-15	-35
COC(=O)c1ccccc1NS(=O)(=O)c1ccc2[nH]c(=O)[nH]c2c1	2	8	6	-2	1.0	-13	11	-4
Cc1cc(N2CCN(S(=O)(=O)c3ccccc3)CC2)nc2c(C)cccc12	2	24	-8	-6	0.0	27	6	-15
CC1CCCCN1C(=O)CSc1ccc(-c2ccc(F)cc2)nn1 (centres undefined)	3	20	-28	4	5.9	-24	-5	0
CC(C)n1cc(C(N)=S)c(=O)n(Cc2ccccc2)c1=O	-3	-16	8	-3	0.4	1	12	7
CCc1nnc(NC(=O)c2ccc(OCc3c(C)noc3C)c(OC)c2)s1	-2	0	0	-3	-2.2	3	10	15
Cc1ccc(/C=C/C(=O)Nc2sc3c(c2C#N)CCCC3)o1	-4	5	14	-5	-2.2	2	15	9
CCCn1c(=N)c(C#N)cc2c(=O)n3cccc(C)c3nc21	-2	-1	13	2	-1.1	16	3	-7

Going on with the list:
Structure	APJ agonist	tim23-1 inh	APJ antagonist	UPR XBP1 act	CHOP UPR activ	Mdm2-MdmX inh	Jurkat NFkB inh	697 NFkB inh
Cc1oc2c(cc(NS(=O)(=O)c3ccc(F)cc3)c3ccccc32)c1C(=O)O	0	8	-16	-2	-1.2	-14	-3	-35
CCOC(=O)N1CCN(C(=O)C(C)N(c2ccccc2)S(C)(=O)=O)CC1 (centres undefined)	-2	6	19	-3	0.3	15	1	1
N#CCc1c(C#N)c(N)nc(N2CCN(S(=O)(=O)c3ccccc3F)CC2)c1C#N	1	5	-25	-2	-0.2	-17	2	-5
Cc1cc(-c2nnc(SCC(=O)c3ccc(F)cc3)o2)no1	-3	-6	3	-3	1.7	-9	-2	3
COC(C(=O)Nc1ccccc1F)c1ccccc1 (centres undefined)	1	1	-2	-4	-2.5	18	3	9
O=C(CC1SC(N2CCCC2)=NC1=O)Nc1ccc(C(=O)Nc2ccccc2)cc1 (centres undefined)	0	9	-14	-2	0.5	8	17	16
Cc1cc(C)c(C(=O)NCC(=O)c2ccccc2)c(C)c1	-2	20	-12	-1	1.5	2	-10	-1
COc1ccc(Cl)cc1NC(=O)NC(C)C	-1	11	2	-1	-3.2	13	1	-9

Further entries
Structure	APJ agonist	tim23-1 inh	APJ antagonist	UPR XBP1 act	CHOP UPR activ	Mdm2-MdmX inh	Jurkat NFkB inh	697 NFkB inh
COc1ccc(C(=O)Nc2nnc(S(=O)(=O)N(C)Cc3ccccc3)s2)cc1	6	9	-5	-3	-2.1	40	2	-6
COc1cc(OC)cc(N(C(=O)C2COc3ccccc3O2)C(C(=O)NC2CCCCC2)c2ccc(O)cc2)c1 (centres undefined)	-1	12	-33	0	2.4	5	10	17
O=c1[nH]c(=O)n(Cc2ccccc2)c2nc(-c3ccc(Oc4ccc(F)cc4)c([N+](=O)[O-])c3)n(CCO)c12	-4	10	7	0	1.3	25	18	-5
CCOC(=O)c1ccc(NC(=O)N2CCCCCC2)cc1	-3	16	-11	-4	2.4	-50	-146	-117
COc1ccccc1NC(=O)c1cc(C(=O)Nc2ccccc2OC)n(C)n1	-4	20	-14	-2	-0.9	11	-4	-5
NC(=O)CN1CCOCCN(CC(N)=O)CCOCC1	5	15	20	0	2.8	-36	-8	-46
COCCN(CC1CCCN(C2Cc3ccccc3C2)C1)C(=O)CCC(N)=O (centres undefined)	-2	-5	24	-5	-1.0	-2	0	-12
Cn1c(=O)c2c(nc(CN3CCOCC3)n2CC(=O)c2ccccc2)n(C)c1=O	-4	2	-6	-1	0.1	2	-10	-6

Next section
Structure	APJ agonist	tim23-1 inh	APJ antagonist	UPR XBP1 act	CHOP UPR activ	Mdm2-MdmX inh	Jurkat NFkB inh	697 NFkB inh
C/C(=N/NS(=O)(=O)c1ccc(C)cc1)c1c(O)c2ccccc2oc1=O	-2	-7	16	-3	1.7	14	16	6
O=C(CCn1c2c(c3ccccc31)CCCC2)NNC(=O)c1cccc([N+](=O)[O-])c1	-3	12	1	-3	-1.7	20	-11	16
COCCCNCCOCCOc1ccc(C)cc1Br	-2	7	-2	-1	3.2	-3	1	-4
O=S(=O)(c1ccc(S(=O)(=O)N2CCCC2)cc1)N1CCCCCC1	0	-3	0	0	-1.5	-17	0	-8
NC(=O)C1CCN(C(=O)c2ccc(NS(=O)(=O)c3ccc(Br)s3)cc2)CC1	-3	4	10	0	-2.3	3	-3	4
O=c1c2ccccc2c(-c2ccccc2)nn1Cc1ccccc1	-3	23	12	-4	1.1	15	-3	11
CCOc1ccccc1N1CCN(C(=O)CNC(=O)c2ccc(OC)c(OC)c2)CC1	-1	15	2	2	0.0	13	-14	-5
COc1ccc(C(=O)O)cc1NC(=S)NC(=O)Cc1ccc(Cl)cc1	-1	14	2	-1	-2.3	-29	-1	-18

Among those listed so far, these have a nitro group on carbon.
Structure	APJ agonist	tim23-1 inh	APJ antagonist	UPR XBP1 act	CHOP UPR activ	Mdm2-MdmX inh	Jurkat NFkB inh	697 NFkB inh
O=c1[nH]c(=O)n(Cc2ccccc2)c2nc(-c3ccc(Oc4ccc(F)cc4)c([N+](=O)[O-])c3)n(CCO)c12	-4	10	7	0	1.3	25	18	-5
O=C(CCn1c2c(c3ccccc31)CCCC2)NNC(=O)c1cccc([N+](=O)[O-])c1	-3	12	1	-3	-1.7	20	-11	16

Other structures follow.
Structure	APJ agonist	tim23-1 inh	APJ antagonist	UPR XBP1 act	CHOP UPR activ	Mdm2-MdmX inh	Jurkat NFkB inh	697 NFkB inh
O=C(CC(c1ccc(F)cc1)c1ccco1)N1CCOCC1 (centres undefined)	-7	12	16	-1	-0.6	-9	4	10
CC(=O)c1cccc(-n2nnnc2SCC(=O)N2CCCC2)c1	-4	5	22	3	-1.3	-1	16	11
Cc1cccc(NC(=O)CN2CCN(C(=O)c3c(C)nn(Cc4ccccc4)c3C)CC2)c1C	-4	9	4	-4	1.9	7	11	11
COc1ccc(Cl)cc1NC(=O)CN(C)C(=O)Cn1c(=O)oc2ccccc21	-4	9	3	-2	1.0	-39	13	-16
CCOC(=O)C/C(C)=N/NC(=O)Nc1ccccc1	4	11	-26	-1	2.0	1	9	11
